Compound activity deposited in PubChem by several laboratories.
SUMO1 PPI mod – modulators of human SUMO1-mediated protein-protein interactions; P63165; inhibition, % at 20 µM; AID 602429; 0.33% of 360,000 active; SUMO1 binding to a labelled peptide, TR-FRET, 1 h; in the data active = inhibition above about 37%
Scp-1 inhibitor – Scp-1 (human) phosphatase inhibition; Q9GZU7; Recombinant Scp1, phosphopeptide, malachite green phosphate absorbance; inhibition, % at 20 µM; 0.88% of 340,000 active; AID 493091;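 active = inhibition above about 50% at 20 µM, limit read from the data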;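 also: plate controls were DMSO wells with enzyme for no effect and wells lacking enzyme for full effect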
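assay system = SCP-1 phosphatase catalytic domain, residues 76-261 | buffer or medium = 50 mM Tris acetate pH 5.5, 0.005% Tween-20, 10 mM MgCl2 | incubation = enzyme reaction 45 min at room temperature, colour 5 min, stabilisation 30 min | signal = Phosphate-binding colour reagent, absorbance read at 630 nm | measure = % inhibition at 20 µM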
LMPTP inh – blocks human LMPTP phosphatase. P24666. 0.22% of 360,000 active. AID 651560. recombinant LMPTP-A, OMFP fluorogenic substrate, fluorescence intensity. inhibition, % at 20 µM;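 active = compounds that cut the enzyme signal by at least half of the control window in the single-dose screen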;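 also: plate controls were DMSO wells with enzyme plus substrate for no effect and substrate without enzyme for full effect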
Target sequence (P24666 whole entry, looked up): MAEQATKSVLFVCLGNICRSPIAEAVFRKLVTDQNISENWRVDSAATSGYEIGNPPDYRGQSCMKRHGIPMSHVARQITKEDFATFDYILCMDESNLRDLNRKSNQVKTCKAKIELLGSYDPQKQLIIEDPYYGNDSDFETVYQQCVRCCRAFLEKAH
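Assay system: LMPTP-A enzyme. Input: 0.625 nM LMPTP-A final. Probe or stimulus: 400 µM OMFP. Compound dosing: single 20 µM dose. Schedule: 50 min dark incubation at room temperature. Detection: fluorescence intensity of OMFP turnover product. Read-out: percent inhibition versus substrate-only and uninhibited controls. Benchmarks: no-enzyme low control, uninhibited high control.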
DNMT1 inh – blocks human DNA methyltransferase DNMT1 | AID 588458 | 0.83% of 360,000 active | DNMT1 molecular beacon, Hinp1I cleavage, fluorescence | inhibition (reported as % activation of signal), % at 10 µM | P26358; in the data active = inhibition above about 50%
CendR NRP1 mod – alters CendR peptide binding to human NRP-1; O14786; FAM-RPARPAR peptide binding to NRP-1, fluorescence polarization; inhibition, % at 25 µM; 0.85% of 360,000 active;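 active = inhibition or corrected inhibition above about 18%, plus a signal ratio from 0.5 to 1.5, limit read from the data, passing the limit was not always enough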; also: strong numbers were not always called active
Target sequence (O14786 whole entry, looked up): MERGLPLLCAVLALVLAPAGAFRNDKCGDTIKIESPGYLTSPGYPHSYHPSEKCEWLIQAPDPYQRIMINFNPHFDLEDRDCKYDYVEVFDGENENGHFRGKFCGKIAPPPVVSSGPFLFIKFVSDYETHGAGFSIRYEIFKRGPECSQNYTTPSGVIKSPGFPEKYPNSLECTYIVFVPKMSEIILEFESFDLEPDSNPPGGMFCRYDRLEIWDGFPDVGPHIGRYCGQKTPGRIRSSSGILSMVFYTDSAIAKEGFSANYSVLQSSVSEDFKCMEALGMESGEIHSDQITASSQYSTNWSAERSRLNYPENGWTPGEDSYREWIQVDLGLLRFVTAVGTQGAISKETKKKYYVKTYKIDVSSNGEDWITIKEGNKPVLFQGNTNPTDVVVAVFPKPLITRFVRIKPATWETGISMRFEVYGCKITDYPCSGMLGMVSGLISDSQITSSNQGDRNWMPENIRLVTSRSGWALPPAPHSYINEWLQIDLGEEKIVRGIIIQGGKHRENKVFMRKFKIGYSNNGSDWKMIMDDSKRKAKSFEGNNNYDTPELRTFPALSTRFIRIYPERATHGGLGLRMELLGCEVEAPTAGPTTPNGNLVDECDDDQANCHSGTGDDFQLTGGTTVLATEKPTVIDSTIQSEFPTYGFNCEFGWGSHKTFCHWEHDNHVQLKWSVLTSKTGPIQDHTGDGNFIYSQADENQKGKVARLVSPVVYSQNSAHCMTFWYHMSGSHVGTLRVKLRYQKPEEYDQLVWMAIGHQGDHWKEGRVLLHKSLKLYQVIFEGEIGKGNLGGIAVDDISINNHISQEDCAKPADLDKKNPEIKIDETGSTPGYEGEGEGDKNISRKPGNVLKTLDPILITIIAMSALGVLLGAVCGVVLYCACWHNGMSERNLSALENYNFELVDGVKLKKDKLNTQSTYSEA
Tb MetRS inh – Trypanosoma brucei MetRS inhibition | 0.4% of 360,000 active | inhibition, % at 11.9 µM | purified T. brucei MetRS, ATP depletion, Kinase-Glo luminescence | AID 624268;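 active = inhibition above a per-plate cutoff of the control wells' mean inhibition plus 3 SD, cut at about 5.5% in these data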;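 also: 0% = DMSO wells median and 100% = median of wells with control inhibitor compound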
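Test system: purified T. brucei MetRS enzyme. Also added: ATP, methionine and E. coli bulk tRNA substrates. Compound: 11.9 µM single point. Schedule: 15 min enzyme-compound preincubation, 2 h reaction, 10 min detection, 25 °C. Signal: luciferase luminescence of residual ATP, Kinase-Glo. Evaluation: percent inhibition versus plate control medians. Controls: DMSO wells, low control.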
Neddylation inh – cullin neddylation inhibition; TR-FRET cullin neddylation, biochemical; calls only at 25 µM; P61081+Q13564; 0.58% of 360,000 active; AID 651699; in the data active = inhibition above about 36%
SKN-1 block – inhibitors of C. elegans SKN-1; C. elegans VP596 Pgst-4::GFP/RFP ratio, acrylamide-induced, 24 h; inhibition, % at 21.8 µM; 0.49% of 360,000 active; AID 624304;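 active = interference check ratio from 0.5 to 1.5 plus GFP to RFP signal ratio inhibition reaching or exceeding a fixed threshold, cut at about 30% in these data, passing the limit was not always enough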; also: some compounds called inactive have numbers as strong as hits
NadD block – blocks S. aureus nicotinate mononucleotide adenylyltransferase. purified NadD enzyme, colorimetric absorbance read-out. inhibition, % at 20 µM. 0.78% of 360,000 active; in the data active = inhibition above about 26%; also: some compounds past the cut are filed as inactive
STEP inh – blocks human striatal-enriched tyrosine phosphatase | P54829 | recombinant STEP, OMFP fluorogenic substrate, fluorescence | 0.25% of 360,000 active | inhibition, % at 20 µM;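 active = inhibition at 20 µM, scaled per plate between control wells, above about 37%, limit read from the data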;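 also: 0% = DMSO with enzyme and substrate and 100% = substrate only without enzyme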
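Material: STEP (striatal-enriched tyrosine phosphatase) enzyme, cell-free | Medium: 50 mM Bis-Tris pH 6.0 with 2.5 mM DTT and 0.005% Tween 20 | Read-out: Percent inhibition scaled to no-enzyme and uninhibited-enzyme controls, plate-pattern corrected | Signal: Fluorescence read at 480 nm ex / 540 nm em | Times: 20 min reaction, room temperature, in the dark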
An asterisk follows results filed as active; i = inactive; . = no result given; + = active, no number. No enrichment for hits; about 4.6% have a hit in one of these screens.

SMILES	SUMO1 PPI mod	Scp-1 inhibitor	LMPTP inh	DNMT1 inh	CendR NRP1 mod	Tb MetRS inh	Neddylation inh	SKN-1 block	NadD block	STEP inh
CC1=C(C(=O)Nc2ccccn2)C(c2ccc(F)cc2)n2ncnc2N1 (stereo not drawn)	0	-6	-0.1	7	0	-1.9	i	0	-1	1
O=C1NC(Cc2ccccc2)c2nc3cc(F)ccc3c(=O)n2-c2cc3ccccc3cc21 (stereo not drawn)	-4	.	0.5	-8	9	0.0	i	20	12	2
CN(CC(=O)Nc1ccc(Cl)c(Cl)c1)C(=O)C12CC3CC(CC(C3)C1)C2	4	-5	2.5	0	-2	-0.1	i	1	4	-4
CC1(C)C(C(=O)OCC(Cl)(Cl)Cl)N2C(=O)C(NC(=O)Cc3ccccc3)C2S1=O (stereo not drawn)	4	3	-1.0	1	-2	0.2	i	-9	-8	0
COCCCNC(=O)C1=CCN(S(=O)(=O)c2ccc(C)cc2)CC1	-2	-8	0.2	-3	-4	0.1	i	8	2	-5
O=C(CSc1nnc(-c2ccccn2)n1Cc1ccccc1)N1CCCC1	-2	-2	0.0	-3	-4	0.1	i	-1	-1	-2
COC(C(=O)Nc1ccc(S(=O)(=O)N2CCCCC2)cc1)c1ccccc1 (stereo not drawn)	28	14	-2.4	2	0	-1.8	i	-11	4	0
CCc1cccc(NC(=O)CS(=O)Cc2nc(-c3ccc(C)cc3)oc2C)c1 (stereo not drawn)	0	-5	0.8	-5	-1	0.4	i	0	0	8
Cn1c(=O)n(C)c2cc([N+](=O)[O-])c(N3CCN(C(=O)c4ccccc4Br)CC3)cc21	-15	-10	0.5	4	1	-0.5	i	3	2	-1
O=C(O)C1C2CCC(C2)C1C(=O)NCCCn1ccnc1 (stereo not drawn)	-1	4	-11	3	13	-1.0	i	-7	-5	-2
Cn1cccc1C(=O)OCC(=O)NNC(=O)c1ccc([N+](=O)[O-])cc1	-24	-10	-0.4	4	-1	-0.6	i	-8	-4	-1
CC(C)OC(=O)c1cccc(C(=O)Nc2cccc(NC(=O)c3cccc(C(=O)OC(C)C)n3)n2)n1	-3	-4	0.2	-3	9	-0.7	i	8	-2	1
CSc1nc2ccccc2nc1N(C)S(=O)(=O)c1ccc(C)cc1	-12	-5	2.0	-2	-7	-0.4	i	1	-1	1
O=C(Nc1cccnc1)c1cc(-c2ccc3c(c2)OCO3)on1	9	-2	1.1	11	-26	-0.3	i	39*	3	-6
CNC(=O)CSc1nnc(-c2ccc(S(=O)(=O)N3CCCC3)cc2)n1-c1cccc(C)c1C	1	2	-1.3	0	-7	-0.1	i	16	-1	2

Entries above that have two or more sulfur atoms:
SMILES	SUMO1 PPI mod	Scp-1 inhibitor	LMPTP inh	DNMT1 inh	CendR NRP1 mod	Tb MetRS inh	Neddylation inh	SKN-1 block	NadD block	STEP inh
CSc1nc2ccccc2nc1N(C)S(=O)(=O)c1ccc(C)cc1	-12	-5	2.0	-2	-7	-0.4	i	1	-1	1
CNC(=O)CSc1nnc(-c2ccc(S(=O)(=O)N3CCCC3)cc2)n1-c1cccc(C)c1C	1	2	-1.3	0	-7	-0.1	i	16	-1	2

Next section:
SMILES	SUMO1 PPI mod	Scp-1 inhibitor	LMPTP inh	DNMT1 inh	CendR NRP1 mod	Tb MetRS inh	Neddylation inh	SKN-1 block	NadD block	STEP inh
CC#CCN1c2ccccc2[C@]23C[C@@H](C(=O)OC)N=C2NC(C(=O)OC)=C(C(=O)OC)[C@H]13	3	-6	0.6	4	16	0.1	i	10	3	2
CCOc1ccc(S(=O)(=O)n2cnc3ccccc32)cc1	13	-5	-1.1	2	6	-2.0	i	-8	-6	0
Cc1sc2ncnc(N3CCC(C(=O)Nc4ccccc4C(C)(C)C)CC3)c2c1C	8	-1	1.6	0	-10	0.3	i	8	16	3
Cc1ccc(Nc2c([N+](=O)[O-])ccc3nonc23)c(C)c1	-24	-9	1.4	0	8	0.0	i	17	-7	1
COc1ccc(OC)c(CC(=O)Nc2ccc3c(c2)c(=O)n(C)n3Cc2cccc(C(F)(F)F)c2)c1	6	.	1.1	-4	-4	0.2	.	7	-1	12
Fc1ccc(-c2csc3nnc(SCc4cccnc4)n23)cc1	2	1	0.8	1	11	0.8	i	8	-1	0
O=C(NCc1ccccc1)C1C(=O)N(Cc2ccccc2)C(=O)C1C1(O)CCCC1 (stereo not drawn)	2	-4	-1.9	0	-2	-0.6	i	1	-5	-4
O=C(NC1CC1)c1cc(=S)[nH]c2ccccc12	-12	-3	-1.4	0	-5	-0.3	i	12	1	-1
CCC1CN(C(=O)N2CCC(C(=O)NCc3ccccc3OC)CC2)c2ccccc2O1 (stereo not drawn)	4	-1	-0.6	1	6	-0.4	i	-17	-3	-1
CCCCCOC(=O)CSc1nc2c(c(=O)[nH]c(=O)n2C)n1CCc1ccccc1	-2	-6	-1.2	36	-7	-0.5	i	3	10	16
Cc1ccc(C(=O)NCC(c2cccs2)N(C)C)cc1S(=O)(=O)N1CCOCC1 (stereo not drawn)	-4	-5	-3.5	3	-5	0.1	i	3	1	-2
CCOC(=O)N1CCC(N(CCN(C)C)C(=S)Nc2cccc(Cl)c2C)CC1	3	-5	-9.8	0	-11	0.1	i	9	-4	4
CCCCn1c(=O)[nH]c(=O)c2c1nc(-c1ccccc1OC(F)F)n2C	18	3	-0.8	-3	1	0.9	i	9	0	1
CN(C)CCN1CCN(C(c2cc3ccccc3o2)c2nnnn2C(C)(C)C)CC1 (stereo not drawn)	2	.	-6.4	.	16	0.0	i	5	-7	.
CCc1[nH]nc2c1C1(CCN(C(=O)c3ccccc3)CC1)C(C#N)=C(N)O2	1	7	0.1	-2	-1	-0.6	i	-3	1	0

Later entries.
SMILES	SUMO1 PPI mod	Scp-1 inhibitor	LMPTP inh	DNMT1 inh	CendR NRP1 mod	Tb MetRS inh	Neddylation inh	SKN-1 block	NadD block	STEP inh
N#CCc1ccc(-c2cccc3nccn23)cc1	-19	.	1.3	2	6	0.4	.	9	4	0
COc1ccc(CCNC(=O)c2c(O)c3cccc4c3n(c2=O)CC4)cc1OC	8	-17	-0.8	0	44*	-0.9	i	-27	-7	2
CCOc1ccc2nc(SCc3ccc(CC(=O)O)cc3)c(C#N)cc2c1	2	-6	0.9	-1	-10	-0.1	i	-1	7	3
CC(=O)OCC1OC(OC2C[C@]3(C)C(CC(O)C4C([C@](C)(CCC=C(C)C)OC5OC(CO)C(O)C(O)C5O)CC[C@]43C)[C@@]3(C)CCC(O)C(C)(C)C23)C(O[C@@H]2OC(C)C(O)C(O)C2O)C(O)C1O (stereo partly drawn)	0	10	1.1	-4	-11	-2.2	i	-6	3	-4
COc1cc(OC)nc(NC(=O)CS(=O)(=O)c2ccccc2)n1	0	1	-1.6	5	1	-1.6	i	25	-4	-6
CC1=C(C)C(O)N(Cc2ccccc2)C1=O (stereo not drawn)	2	-5	-0.6	2	3	0.1	i	21	-5	1
Cc1cccc(NC2=NCC(=O)N2Cc2ccccc2)c1	-7	-3	0.0	-3	6	-0.4	i	-22	3	-3
CC1(Cc2ccc3ccccc3n2)C(=O)Nc2ccc(OC(F)(F)F)cc21 (stereo not drawn)	3	.	-1.9	11	-6	0.1	i	19	-5	2
O=C(c1cc([N+](=O)[O-])ccc1N1CCOCC1)N1CCCC1	-15	-10	-1.4	1	-4	0.2	i	-1	-6	0
COCCC(=O)N1CCCC(C(=O)c2ccc3c4c(cccc24)CC3)C1 (stereo not drawn)	-16	-3	1.1	-3	-6	-0.3	i	3	2	0
Cc1nn(CC(=O)c2ccccc2Cl)c(C)c1[N+](=O)[O-]	-4	-2	-0.4	-1	-2	0.2	i	4	-1	-1
O=[N+]([O-])c1cccc(-c2ccc3nnc(SCc4cccnc4)n3n2)c1	-30	-6	0.9	0	-11	-0.9	i	-5	-8	-1
O=C(NCCN1CCOCC1)c1ccccc1OCc1ccccc1	-3	-12	-1.3	2	11	-0.3	i	17	-4	-1
Cc1ccc(SCCSc2nc(N)cc(=O)[nH]2)cc1	5	-2	-0.2	-3	11	0.1	i	1	-3	-1
Cc1ccc(C(=O)OCC(=O)NCc2cccs2)cc1	-1	1	-1.8	1	1	-0.5	i	7	-4	-4

Shown as a hit in CendR NRP1 mod (from the list above):
SMILES	SUMO1 PPI mod	Scp-1 inhibitor	LMPTP inh	DNMT1 inh	CendR NRP1 mod	Tb MetRS inh	Neddylation inh	SKN-1 block	NadD block	STEP inh
COc1ccc(CCNC(=O)c2c(O)c3cccc4c3n(c2=O)CC4)cc1OC	8	-17	-0.8	0	44*	-0.9	i	-27	-7	2

(continued)
SMILES	SUMO1 PPI mod	Scp-1 inhibitor	LMPTP inh	DNMT1 inh	CendR NRP1 mod	Tb MetRS inh	Neddylation inh	SKN-1 block	NadD block	STEP inh
CCOc1ccccc1NS(=O)(=O)c1ccc(-c2cnc(C3CC3)o2)cc1	-5	-2	2.1	-2	11	-1.1	i	-6	-5	-2
COc1ccc(CN2C3CCCC2CC(NC(=O)Nc2ccccc2C)C3)cc1 (stereo not drawn)	3	3	-0.7	15	4	-0.1	i	18	-3	0
CN(C)S(=O)(=O)c1ccc(SCC(=O)Nc2cccc(S(=O)(=O)N3CCCC3)c2)nc1	0	1	0.2	2	-6	-0.1	i	8	-3	0
COc1cc(Br)cc(C=Nc2cccc(C(F)(F)F)c2)c1O	-4	-7	-0.5	8	-8	0.7	i	4	8	-1
CSc1ccccc1C(=O)N1CCC2(CC1)CC(=O)c1ccccc1O2	7	-6	0.3	1	15	-0.4	i	-1	-4	1
COC(=O)CNC(=O)CN1C(=O)N(c2cccc(Cl)c2)C(N(O)C(=O)Nc2cccc(Cl)c2)C1(C)C (stereo not drawn)	6	-13	-0.3	-7	-12	-1.1	i	10	-3	-3
CCN(CC)c1ccc(/C=N/NC(=O)CNC(=O)c2ccccn2)cc1	-9	-3	-1.4	-6	0	-0.6	i	-3	6	2
Cc1nc2ccc(-c3nc4ccccc4[nH]3)cc2[nH]1	15	-10	2.3	2	0	0.1	+	2	-2	0
O=C(O)c1cc(N2CCCCC2)nc2ccccc12	2	-4	-1.4	5	5	0.1	+	-9	-2	-4
COC(=O)C(Cc1cnc(Cl)s1)(C(=O)OC)c1ccc([N+](=O)[O-])cc1	-12	-9	0.6	1	9	0.2	i	12	-5	-2
CCOc1ccc(N2CC(C(=O)NC3=NCCS3)CC2=O)cc1 (stereo not drawn)	0	2	-0.2	-4	3	-0.8	i	-4	-6	-1
CC(C)[C@H](NC(=O)OCc1ccccc1)C(=O)N[C@@H](Cc1c[nH]c2ccccc12)C(=O)O	4	-9	-1.1	10	-5	-0.2	i	-1	-4	-2
Cc1ccc(NC(=O)CN(C)C(=O)c2ccc(NS(=O)(=O)c3ccc4[nH]c(=O)[nH]c4c3)cc2)cc1	-4	-5	1.2	1	4	0.1	i	-4	-6	-1
